Screens deposited in PubChem by several laboratories.
GDH-TPI counter: inhibits GDH-TPI coupling enzymes, artifact for Mtb FBA screen; 360,000 tested, 1.2% active; GDH-TPI coupled enzyme counterscreen, NADH absorbance; AID 588335; inhibition, % at 4.8 µM; in the data active = inhibition above about 30%;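 also: 0% = DMSO wells and 100% = wells lacking the enzyme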
TcdB GH inh: TcdB glycohydrolase inhibition; P18177; 350,000 tested, 0.24% active; inhibition, % at 9.99 µM; TcdB glycohydrolase enzymatic assay, plate reader; in the data active = inhibition above about 10%
Mtb BioA inh: inhibitors of Mycobacterium tuberculosis BioA enzyme; purified M. tuberculosis BioA enzyme, plate reader; inhibition, % at 9.99 µM; 360,000 tested, 0.096% active; in the data active = inhibition above about 40%
FadD28 FP inh: inhibitors of Mycobacterium tuberculosis FadD28 bisubstrate binding; 360,000 tested, 0.22% active; FadD28 bisubstrate probe binding, fluorescence polarization; inhibition, % at 12.5 µM; AID 588549; in the data active = inhibition above about 8.5%, passing the limit was not always enough
Yp Topo-I inh: inhibitors of Yersinia pestis topoisomerase I; Y. pestis Topo-I cleavage product accumulation, plate reader; activity, % at 10 µM; 360,000 tested, 0.064% active; in the data active = activity above about 50%, passing the limit was not always enough; also: inactives centre near 2
BH1578 lux ind: induces V. cholerae light production without autoinducers. V. cholerae BH1578 lux reporter, luminescence, 6 h. activation, % at 18.7 µM. 350,000 tested, 0.16% active; in the data active = activation mostly above about 9.7%, no sharp cut-off; also: not every result past the cut was called active; inactives centre near 0; reference of the scale not given here
UGM FP inh: blocks M. tuberculosis UGM enzyme; purified UGM, fluorescence polarization probe displacement; AID 504406; P9WIQ1; inhibition, % at 10 µM; 320,000 tested, 0.06% active; in the data active = inhibition above about 10%, passing the limit was not always enough
Target sequence (P9WIQ1 whole entry, looked up): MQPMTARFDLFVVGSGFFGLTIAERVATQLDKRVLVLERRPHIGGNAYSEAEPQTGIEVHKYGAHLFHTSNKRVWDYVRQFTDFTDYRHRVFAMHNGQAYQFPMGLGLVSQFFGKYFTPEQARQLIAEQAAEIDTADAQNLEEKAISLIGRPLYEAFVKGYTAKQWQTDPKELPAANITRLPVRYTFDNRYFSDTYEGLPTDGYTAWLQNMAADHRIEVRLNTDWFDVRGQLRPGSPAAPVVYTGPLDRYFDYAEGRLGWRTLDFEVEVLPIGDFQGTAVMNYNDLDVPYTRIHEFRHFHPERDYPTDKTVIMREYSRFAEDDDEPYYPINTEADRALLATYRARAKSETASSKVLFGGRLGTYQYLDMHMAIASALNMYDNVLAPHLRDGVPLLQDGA
Mtb FBA inh: inhibitors of M. tuberculosis fructose-bisphosphate aldolase; purified M. tuberculosis FBA, fluorescence read-out; inhibition, % at 1 µM; 360,000 tested, 2.3% active; AID 588726; in the data active = inhibition above about 27%;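 also: 0% = vehicle and 100% = reference inhibitor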
Target sequence (P9WQA3 whole entry, looked up): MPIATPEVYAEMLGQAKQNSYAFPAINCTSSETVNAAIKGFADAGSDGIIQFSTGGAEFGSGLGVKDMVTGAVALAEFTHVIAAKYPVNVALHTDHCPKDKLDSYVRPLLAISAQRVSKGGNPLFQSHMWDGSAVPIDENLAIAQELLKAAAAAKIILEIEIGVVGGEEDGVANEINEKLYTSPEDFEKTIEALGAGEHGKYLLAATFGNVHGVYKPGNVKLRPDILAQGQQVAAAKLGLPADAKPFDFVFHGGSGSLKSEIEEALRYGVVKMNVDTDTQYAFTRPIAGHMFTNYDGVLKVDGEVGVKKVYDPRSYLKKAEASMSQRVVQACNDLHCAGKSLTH
PfHsp40 rescue: rescue of PfHsp40-mediated yeast toxicity; growth rescue, % at 12.5 µM; 340,000 tested, 0.68% active; S. cerevisiae expressing PfHsp40, growth rescue, ATP luminescence; in the data active = growth rescue above about 28%, passing the limit was not always enough;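 also: yeast W303a lacking pdr1 and pdr3 grown in galactose medium; growth measured after three days at 30 °C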
The depositor's hits bear a star; i = inactive; / = not tested or not shown; + = active, no number.

SMILES	GDH-TPI counter	TcdB GH inh	Mtb BioA inh	FadD28 FP inh	Yp Topo-I inh	BH1578 lux ind	UGM FP inh	Mtb FBA inh	PfHsp40 rescue
CC(=O)Nc1ccc(S(=O)(=O)N2CCN(C(=O)N3CCOCC3)CC2)cc1	7	/	-2.2	-3.7	-3	1.6	0.6	1	-1.8
Cc1[nH]n(-c2ccccc2)c(=O)c1N=Nc1ccc(C#N)cc1	-5	1.5	0.1	-2.8	-5	-1.3	1.1	0	-0.3
O=P1(NC2CCCC2)COc2ccccc2OC1	7	/	-0.3	-2.5	4	-0.3	-2.1	-1	0.6
CCC1(CC(C)C)SC(N)=NC1=O (stereo unspecified)	4	0.7	-0.2	-0.6	2	i	/	0	-1.3
NS(=O)(=O)c1ccc(CCNC(=O)CNC(=O)c2ccccc2Br)cc1	-8	1.5	-1.4	-3.8	-1	i	-0.2	-2	2.0
O=C(O)c1cc(C(=O)O)cc(N2C(=O)CSC2=S)c1	9	1.3	-2.4	1.7	-1	i	2.3	4	-0.1
C/C(Cc1ccccc1)=N\NC(=O)c1cccnc1	-3	/	/	-3.9	4	i	0.7	-1	-1.4
COc1cccc(C(=O)NCC2CCCN2S(=O)(=O)c2ccccc2)c1 (stereo unspecified)	-6	0.8	1.2	-2.6	4	i	1.0	3	-0.4
NNc1nc2c(Cl)c(Cl)ccc2s1	2	/	1.5	-1.7	-9	0.1	/	1	1.4
Cc1nc2ccc(S(=O)(=O)NC(C(=O)Nc3nccs3)C(C)C)cc2s1 (stereo unspecified)	-4	0.2	-0.5	-1.4	-3	-0.2	1.4	2	0.5
CSC1=N/C(=C\c2ccc(Cl)cc2)C(=O)N1N(C)C	17	2.3	0.0	-2.2	18	1.6	2.6	-1	-1.4
CN(C)/C=C/C(=O)c1ccc(C(F)(F)F)cc1F	18	0.7	-0.1	-0.1	8	-1.1	-1.7	10	0.7
CCN(CC)c1ccc(CNc2nnnn2C)cc1	-5	-2.9	0.7	-0.5	-7	+	-2.8	-1	0.0
COc1ccc(-c2nc3ncccc3n2O)cc1	20	-0.4	-1.5	-1.2	2	i	-1.0	-3	-1.3
S=C(Nc1ccccc1)Nc1nc2ccccc2n1CCOc1ccc(Br)cc1	11	/	/	-0.6	-3	-0.5	1.7	1	5.0
CN(C)C(CNC(=O)C1CC(=O)N(c2cccc(C(F)(F)F)c2)C1)c1ccccc1 (stereo unspecified)	10	-1.2	2.2	-1.5	-10	i	/	6	/
COc1ccc2c(c1)[nH]c1c(=O)n(/N=C/c3ccc(OC)c(COc4ccccn4)c3)cnc12	16	0.5	-0.5	-6.2	34	-1.4	/	0	4.7
O=C1C=CC(=O)N1Cc1ccncc1	4	-0.7	/	-4.0	0	/	/	1	-1.5
O=C(Nc1ccc([N+](=O)[O-])cc1)C(c1ccccc1)c1ccccc1	15	-0.5	-0.3	0.9	-14	-0.2	/	-1	/
CCN(CC)CCn1c(-c2ccc(C)cc2)nc(=S)c2c1CC(C)(C)OC2	32*	-0.2	0.2	-1.1	-5	-0.2	-0.4	-2	0.4
COc1ccc(S(=O)(=O)N2CCOCC2)cc1NC(=O)CN1C(=O)NC2(CCCC2)C1=O	5	0.0	-0.6	-2.3	-4	i	-0.7	1	0.0
O=C(CN1CCC(NC(=O)c2ccccc2)CC1)NCc1ccccc1F	0	/	0.8	-0.4	10	3.0	1.2	-1	-1.8
CC(Oc1ccc(Cl)cc1)c1ccnc(N)n1 (stereo unspecified)	0	1.4	/	-0.8	-11	-0.2	0.1	2	-0.9
COc1ccc(C2CC(c3cccs3)=NN2C(=O)CSc2nncn2C)cc1OC (stereo unspecified)	-1	0.4	/	-0.7	3	i	-0.3	3	0.4
CC(Sc1nnc(-c2cccnc2)n1C)C(=O)N1CCOCC1 (stereo unspecified)	3	-0.6	0.6	-1.3	-6	-0.8	-0.1	5	-0.3
Cn1c(SCC2CCCO2)nnc1-c1ccncc1 (stereo unspecified)	1	/	-0.5	0.0	6	i	-0.5	-1	0.0
CN(CC1CCCO1)S(=O)(=O)c1ccc(C(=O)N2CCN(c3ccccc3)CC2)cc1 (stereo unspecified)	-6	0.0	/	-2.7	-2	-0.2	-0.6	-4	0.1
O=C(CSc1nc(-c2ccccc2)cc(=O)[nH]1)Nc1ccc(Br)cc1	1	1.5	-2.8	-2.4	6	0.6	-0.1	2	-1.6
CCOc1cc(/C=N/NC(=O)c2ccc(O)cc2)ccc1Oc1nc(Cl)ncc1F	23	0.5	/	-13	-13	-0.7	-3.8	-2	-0.7
O=C(NC1CCCC1)C(c1ccco1)N(C(=O)c1ccco1)c1ccccc1 (stereo unspecified)	4	1.2	-2.1	-2.2	5	-0.4	1.9	2	-0.6
COc1cccc(C2NC(=O)NC(C)=C2C(=O)Nc2cc(OC)ccc2OC)c1 (stereo unspecified)	18	/	1.8	-2.2	8	i	1.4	-5	-0.7
O=c1c2ccccc2[nH]c(=S)n1CCC1=CCCCC1	0	/	/	-2.9	-4	-0.2	6.2	1	0.2
O=C(O)c1cccc2c1C(=O)c1cc(Br)ccc1S2(=O)=O	6	-0.5	-1.4	-0.6	-3	i	-2.0	6	-1.0
CC(=O)c1cccc(NC(=S)N2CCN(CCN3C(=O)c4cccc5cccc(c45)C3=O)CC2)c1	4	0.7	/	-0.2	-3	0.0	1.3	4	0.5
CN(Cc1nc2ccccc2n1C)S(C)(=O)=O	9	/	2.1	-3.0	7	-0.4	-1.0	1	-0.1
CS(=O)(=O)N(CC(=O)NCCSc1ccccc1)c1ccc2c(c1)OCO2	13	-0.5	/	0.1	-3	i	2.5	-1	0.3
CS(=O)(=O)N(CC(=O)O)c1cccc(Cl)c1	7	/	-3.0	-1.6	-6	14	-2.0	1	1.4
CC[n+]1ccccc1/C=C/Nc1ccccc1	2	0.0	/	-0.8	5	i	-0.9	-2	-1.7
CC(=O)NC(=O)NC1CSCC1OC(C)=O (stereo unspecified)	14	/	-2.7	-0.1	-4	-1.9	-3.8	0	0.6
Cc1cccc(OCCNc2nc3c(c(=O)n(C)c(=O)n3C)n2C)c1	0	/	-1.7	-2.8	2	-2.2	0.1	1	-0.6
CCC[C@H]1COCCS(=O)(=O)N1Cc1ccccc1	15	0.2	-1.0	-1.0	-7	i	2.6	2	-0.3
CC(O)(c1cccc(F)c1)c1nc(-c2ccc(Cl)cc2)cs1 (stereo unspecified)	5	0.3	-1.4	-3.9	-5	-0.5	/	0	/
O=C(NCCO)c1cccc(-c2cnc3cccnn23)c1	14	1.0	-2.4	1.0	-1	-0.6	/	156*	/
Cc1ccc(NC(=O)COC(=O)C(CC(C)C)N2C(=O)C3CC=CCC3C2=O)c(C)c1 (stereo unspecified)	11	/	/	-4.6	1	-0.3	0.5	0	-1.7
CC(=O)c1c(C)nc(-c2ccc(OCC(=O)Nc3ccccc3)cc2)n1O	2	-0.6	-0.2	-2.2	-11	-0.6	0.0	0	1.2
O=C(Nc1ccc(S(=O)(=O)N2CCCC2)cc1)C1COc2ccccc2O1 (stereo unspecified)	-7	0.5	6.1	-3.3	7	-0.9	0.9	-1	0.9
CCc1nnc(NC(=O)C2CCN(C(=O)c3ccccc3C)CC2)s1	-4	-3.0	0.0	-3.4	10	0.4	/	0	1.0
Cc1cccc(N(CC(N)=O)C2SC(=O)NC2=O)c1 (stereo unspecified)	-3	/	-1.8	-2.9	2	i	1.3	-1	-0.6
CC(=O)c1ccc(OC(=O)c2cccs2)cc1	-3	/	2.0	-1.2	3	-0.4	1.2	2	0.0
O=C(O)CSCC(=O)NCc1ccccc1	10	0.6	-1.8	-0.3	4	-7.1	-0.6	2	-0.2
COC(=O)C1Cc2ccccc2CN1S(=O)(=O)c1ccc(C)cc1 (stereo unspecified)	12	3.0	0.1	-1.4	6	-0.6	0.8	0	0.9
O=C(CCCCCNC(=S)Nc1ccc(Cl)cc1)C[N+](=O)[O-]	4	0.8	-1.1	-3.9	7	-0.3	-2.4	2	-0.3
O=C(NC1CCC(O)CC1)c1ccc(Br)o1 (stereo unspecified)	10	0.7	-5.6	-0.3	-9	-7.7	0.4	5	-1.7
COc1ccc(OC)c(C(=O)c2coc3ccc(O)cc23)c1	5	/	1.2	-5.8	-1	i	0.2	1	0.4
O=C1CCc2cc(S(=O)(=O)N3CCC(C(=O)NC4CCCc5ccccc54)CC3)ccc2N1 (stereo unspecified)	-7	2.1	-0.9	-1.6	14	-0.1	-1.9	1	-0.4
CC(C)(C)OC(=O)CN1c2cccc3cccc(c23)S1(=O)=O	4	2.6	-0.2	-2.7	3	-0.6	0.1	6	-0.2
Cc1nnsc1NC(=O)OCCCl	0	/	-3.6	-1.5	1	-3.0	-0.8	-3	-0.6
CN1CCN(C2CC(=O)N(Cc3ccc(N4CCCC4=O)cc3)C2=O)CC1 (stereo unspecified)	-3	/	0.6	-1.3	2	-0.3	0.4	-1	-0.5
COc1ccc(NC(=O)N2CCCC2C(=O)NC23CC4CC(CC(C4)C2)C3)cc1 (stereo unspecified)	0	1.6	-1.1	-1.2	-2	i	0.2	2	0.1
CCn1cc(C(=O)Nc2cccc(C(=O)OC)c2)c(=O)c2ccc(C)nc21	9	/	-1.3	-0.7	2	i	-1.4	-2	-0.4

Ordered by heavy-atom count (high to low): some entries from above
SMILES	GDH-TPI counter	TcdB GH inh	Mtb BioA inh	FadD28 FP inh	Yp Topo-I inh	BH1578 lux ind	UGM FP inh	Mtb FBA inh	PfHsp40 rescue
CCN(CC)CCn1c(-c2ccc(C)cc2)nc(=S)c2c1CC(C)(C)OC2	32*	-0.2	0.2	-1.1	-5	-0.2	-0.4	-2	0.4
CCc1nnc(NC(=O)C2CCN(C(=O)c3ccccc3C)CC2)s1	-4	-3.0	0.0	-3.4	10	0.4	/	0	1.0
O=C(NCCO)c1cccc(-c2cnc3cccnn23)c1	14	1.0	-2.4	1.0	-1	-0.6	/	156*	/
C/C(Cc1ccccc1)=N\NC(=O)c1cccnc1	-3	/	/	-3.9	4	i	0.7	-1	-1.4
COc1ccc(-c2nc3ncccc3n2O)cc1	20	-0.4	-1.5	-1.2	2	i	-1.0	-3	-1.3

Two neighbouring entries already listed, quoted:
SMILES	GDH-TPI counter	TcdB GH inh	Mtb BioA inh	FadD28 FP inh	Yp Topo-I inh	BH1578 lux ind	UGM FP inh	Mtb FBA inh	PfHsp40 rescue
COc1ccc(NC(=O)N2CCCC2C(=O)NC23CC4CC(CC(C4)C2)C3)cc1 (stereo unspecified)	0	1.6	-1.1	-1.2	-2	i	0.2	2	0.1
CCn1cc(C(=O)Nc2cccc(C(=O)OC)c2)c(=O)c2ccc(C)nc21	9	/	-1.3	-0.7	2	i	-1.4	-2	-0.4

More records:
SMILES	GDH-TPI counter	TcdB GH inh	Mtb BioA inh	FadD28 FP inh	Yp Topo-I inh	BH1578 lux ind	UGM FP inh	Mtb FBA inh	PfHsp40 rescue
COC(=O)c1sc2nc(-c3ccccc3)c3c(c2c1N)CCCC3	0	/	0.8	-0.7	-4	-0.3	-2.9	4	-0.1
COc1cc(NC(=O)COc2ccc(-n3cnnn3)cc2)cc(OC)c1OC	-2	-0.9	0.6	-1.6	-7	-0.5	-0.8	1	-0.2
Cc1ccc(OCCC(=O)OCC(=O)Nc2ccccc2)cc1	6	-1.2	0.4	-0.3	-2	-0.2	-0.1	3	-1.0
CCC1CCCCN1C(=O)CCNC(=O)Cn1cnc2ccccc2c1=O (stereo unspecified)	1	0.6	-0.6	-2.3	-7	-0.3	-0.4	-2	0.1
CS(=O)(=O)Nc1ccccc1C(=O)c1ccccc1	15	/	0.2	-0.6	5	-3.1	0.6	2	-1.5
Cc1cc(C)n(C(=O)c2c([N+](=O)[O-])cnn2C)n1	4	/	-8.5	-0.8	-1	-3.6	1.7	1	-0.4
Cc1ccc(CN2CC(C(=O)Nc3ncccc3C)CC2=O)cc1 (stereo unspecified)	2	0.5	-1.4	0.5	6	i	-8.1	-3	0.6
CCCCN(C(=O)C(C)Oc1ccc(Br)cc1)c1c(N)n(Cc2ccccc2)c(=O)[nH]c1=O (stereo unspecified)	-2	0.4	2.2	-1.1	5	i	-1.1	2	-0.1
COc1ccc(C=O)cc1	6	/	-1.4	-1.1	-4	-0.3	-0.6	-1	-1.2
N#Cc1ccccc1OCC(=O)N1CCc2ccccc2C1	4	1.5	/	-1.1	11	-0.5	3.0	-3	1.5
CC(C)CN1C(=O)c2ccc(C(=O)Nc3ccc(OCC(=O)O)cc3)cc2C1=O	1	0.9	-0.1	/	5	0.5	0.3	2	1.5
